NOD1 NF-kB reporter: inhibition of NOD1-driven NF-kB reporter – cell-based, luminescence, uHTS, primary screen (AID 1578) | NOD1-driven NF-kB luciferase reporter cells, luminescence; higher % means a stronger effect | one-dose inhibition, % at 4 µM; EC50 in µM for titrated hits | 290,000 tested, 1% active; in the data active = inhibition mostly above about 36%, no sharp cut-off; inactive = mostly below about 34%;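 note: HEK-293T reporter cells stimulated with the NOD1 agonist gamma-tri-DAP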
KOR beta-arrestin-1: KOR agonists, beta-arrestin recruitment, primary screen, cell-based, luminescence, uHTS (AID 1777) | activation, % at 10 µM, or EC50 in µM where a hit was titrated | KOR beta-arrestin recruitment, luminescence; higher % means a stronger effect | 280,000 tested, 0.02% active; in the data active = activation above about 50%, passing the limit was not always enough; note: a part of the inactive calls stands beside numbers as strong as those of hits
NOD2 inhibition: NOD2 signaling inhibitors, cell-based, luminescence, uHTS, HEK293 (AID 1566); HEK293 NOD2/NF-kB luciferase reporter, luminescence; higher % means a stronger effect; inhibition, % at 4 µM, or EC50 in µM where a hit was titrated; 290,000 tested, 0.63% active; note: many of its hits are not listed in these tables
GPR55 activation: GPR55 agonists via beta-arrestin recruitment, primary screen, imaging, U2OS cells, beta-arrestin-GFP redistribution (AID 1961) | 290,000 tested, 0.048% active | U2OS GPR55 beta-arrestin-GFP redistribution imaging; higher % means a stronger effect | activation, % at 10 µM; hits with a dose series show EC50 in µM;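 active = activation above 40% with more than 50 cells counted in the well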;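 note: U2OS osteosarcoma cells stably expressing GPR55 and beta-arrestin-GFP; plate controls were DMSO negative control for no effect and LPI positive control for full effect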
GPR55 LPI antagonism: inhibition of LPI-stimulated GPR55 beta-arrestin translocation – imaging, U2OS, beta-arrestin-GFP, LPI agonist, primary screen (AID 2013); U2OS GPR55 beta-arrestin-GFP translocation imaging, LPI antagonism; higher % means a stronger effect; 290,000 tested, 0.13% active; inhibition, % at 10 µM, or IC50 in µM where a hit was titrated;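 active = spots per cell inhibited over 60%, with over 100 cells counted and total cytoplasm intensity under 500,000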;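 note: U2OS cells stably carrying GPR55 and arrestin-GFP stimulated by 5 µM LPI near EC80; imaged beta-arrestin-GFP aggregate spots per cell after agonist stimulation; plate controls were LPI-stimulated DMSO wells for no effect and DMSO wells without LPI for full effect; some results filed as inactive read as strong as hits; confirmed hits need IC50 under 10 µM and bright autofluorescent wells are also inconclusive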
KOR beta-arrestin-2: kappa opioid receptor blockers – cell-based, luminescence, uHTS (AID 1778) | 290,000 tested, 0.091% active | one-dose inhibition, % at 10 µM; IC50 in µM for titrated hits | KOR beta-arrestin recruitment, luminescence, antagonist mode; higher % means a stronger effect; note: strong numbers were not always called active
MgcRacGAP inhibition: MgcRacGAP GTPase-activating activity inhibitors, confirmation, biochemical, ADP Hunter fluorescence | MgcRacGAP-stimulated Rac1 GTP hydrolysis, ADP Hunter fluorescence; higher % means a stronger effect; GST-tagged Rac1 F28L mutant substrate | inhibition, % at 30 µM; hits with a dose series show IC50 in µM | 340,000 tested, 0.6% active;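 active = first-screen hits whose inhibition reached a set limit at any dose in the follow-up dose series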;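 note: fluorescence reports GDP produced by GAP-driven GTP hydrolysis; strong numbers were not always called active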
HIV fusion peptide: cell-free HIV fusion peptide-binding blockers – biochemical, uHTS, fluorescence dequenching, primary screen (AID 1986). one-dose inhibition, % at 20 µM; IC50 in µM for titrated hits. 290,000 tested, 0.3% active. cell-free peptide binding, fluorescence dequenching, 30 min; higher % means a stronger effect; in the data active = inhibition mostly above about 52%, no sharp cut-off; inactive = mostly below about 76%; note: some results filed as inactive read as strong as hits
SV40 large T antigen: TAg ATPase/helicase activity blockers – biochemical (AID 1903). one-dose inhibition, % at 20 µM; IC50 in µM for titrated hits. 310,000 tested, 0.39% active. SV40 large T antigen ATPase/helicase inhibition assay; higher % means a stronger effect; in the data active = a potency from the dose series; note: strong numbers were not always called active
* marks the source's active call; other numbers are inactive results; / = not tested or not shown; [ ] = dose if it differs, or a comment. Cut-off read from the data, not from the text of the source, unless noted: active = inhibition above about 50%; inactive = the rest.

SMILES	NOD1 NF-kB reporter	KOR beta-arrestin-1	NOD2 inhibition	GPR55 activation	GPR55 LPI antagonism	KOR beta-arrestin-2	MgcRacGAP inhibition	HIV fusion peptide	SV40 large T antigen
CNC(C)C#Cc1c(-c2cc(OC)c(OC)c(OC)c2)noc1C (stereo not drawn)	4%	/	4%	0.9%	-4%	-29%[20 µM]	14%	-0.5%	15%
Cc1cccc(NCc2ccccc2O)c1C	-9%	-2.7%	-7%	-0.4%	-3%	15%	15%	-4.7%	10%
COc1ccccc1OCC(=O)Nc1ccc(O)cc1C(=O)O	-42%	-12%	-8%	-0.1%	3%	11%	4%	1.9%	12%
O=C(NCc1n[nH]c(=S)n1-c1ccc([N+](=O)[O-])cc1)c1ccc(S(=O)(=O)N2CCOCC2)cc1	-18%	-6.8%	5%	-0.3%	-2%	19%	4%	13%	9%
Cn1cc(C(c2ccccn2)c2cn(C)c3ccccc23)c2ccccc21	-9%	1.0%	1%	-0.1%	34%	-32%	4%	-3.0%	4%
Cc1cc(N2C(=O)C(=O)/C(=C(/O)c3ccc(F)cc3)C2c2ccc(Cl)cc2)no1 (stereo not drawn)	-6%	-1.7%	11%	-0.3%	14%	41%	9%	7.4%	8%
COc1ccc(NC(=S)NC(=O)c2cc3ccccc3o2)c(OC)c1	-50%	0.9%	3%	-0.1%	2%	1%	6%	-1.3%	10%
CCn1cc(-c2cc(C(=O)O)on2)c(C)n1	-27%	-1.8%	4%	0.8%	15%	-4%	/	1.0%	4%
CC(C)(C)OC(=O)NCCCCc1cn(CC(=O)N2CCN(C(=O)OC(C)(C)C)CC2)nn1	-34%	0.1%	0%	0.3%	1%	-4%	0%	0.6%	1%
O=C(CCC(=O)OCC(=O)c1cccc([N+](=O)[O-])c1)NC1CCCCC1	-12%	4.1%	18%	-0.6%	8%	17%	0%	1.4%	12%

Retrieved by compound from the entries so far (3):
SMILES	NOD1 NF-kB reporter	KOR beta-arrestin-1	NOD2 inhibition	GPR55 activation	GPR55 LPI antagonism	KOR beta-arrestin-2	MgcRacGAP inhibition	HIV fusion peptide	SV40 large T antigen
COc1ccc(NC(=S)NC(=O)c2cc3ccccc3o2)c(OC)c1	-50%	0.9%	3%	-0.1%	2%	1%	6%	-1.3%	10%
Cc1cccc(NCc2ccccc2O)c1C	-9%	-2.7%	-7%	-0.4%	-3%	15%	15%	-4.7%	10%
COc1ccccc1OCC(=O)Nc1ccc(O)cc1C(=O)O	-42%	-12%	-8%	-0.1%	3%	11%	4%	1.9%	12%

New compounds follow
SMILES	NOD1 NF-kB reporter	KOR beta-arrestin-1	NOD2 inhibition	GPR55 activation	GPR55 LPI antagonism	KOR beta-arrestin-2	MgcRacGAP inhibition	HIV fusion peptide	SV40 large T antigen
COC(=O)c1cnc(N2CCCN(S(=O)(=O)c3ccccc3)CC2)nc1C(F)(F)F	-8%	-1.3%	5%	-0.4%	6%	-10%	10%	-0.5%	1%
O=C(COc1ccc(Cl)cc1Cl)Nc1ccccc1NS(=O)(=O)c1cccs1	39%	-2.3%	25%	-0.1%	8%	-71%[20 µM]	2%	-2.2%	7%
COc1cccc(/C=N/Nc2nnc3c(n2)[nH]c2ccccc23)c1OC	-13%	4.5%	-17%	-0.3%	10%	-9%	-13%	-3.0%	15%
Fc1ccc(Cn2cnc3ccccc32)cc1	20%	-4.1%	8%	-0.1%	16%	-12%	7%	2.4%	-5%
Cc1cccc(NC(=S)NC(=O)c2cccs2)n1	12%	5.5%	-7%	-0.1%	10%	15%	1%	-3.4%	-3%
Cc1ccc(C(=O)N2CCN(S(=O)(=O)c3ccccc3[N+](=O)[O-])CC2)o1	-25%	-2.1%	21%	0.3%	-3%	15%	8%	-1.6%	11%
ON1C(c2ccc(Cl)cc2Cl)N(O)[C@H]2CCCC[C@H]21 (stereo partly drawn)	-8%	-5.1%	-3%	-0.2%	-4%	-29%	7%	2.2%	3%
CCCC(=O)NCCc1cc2ccc(OC)cc2[nH]c1=O	-24%	-3.0%	6%	-0.1%	-1%	7%	6%	-0.1%	20%
O=C(O)c1ccc(N2C(=O)CC(N3CCC(c4nc5ccccc5[nH]4)CC3)C2=O)cc1 (stereo not drawn)	-29%	0.3%	10%	-0.2%	-1%	-18%	0%	1.8%	-3%
CC(=O)Nc1cc(C(C)C)c(O)c(C(C)C)c1	0%	-2.0%	12%	-0.1%	0%	-19%	-12%	4.2%	-3%
CCN(CC)CCCNC(=S)N(CCO)Cc1cc2cc3c(cc2[nH]c1=O)OCO3	-20%	-1.7%	5%	-0.1%	13%	-48%[20 µM]	10%	1.7%	21%
Cc1ccc(N=Nc2c(C)[nH]n(C(N)=S)c2=O)cc1	-20%	-4.9%	-60%	1.1%	-7%	-14%	-1%	2.1%	19%
CSc1cccc(CN2CCC(Oc3ccc(C(=O)N4CCCCC4)cc3)CC2)c1	-25%	3.9%	-16%	0.6%	18%	0%	6%	-0.4%	7%
N#Cc1cccc(CN2CCC(=O)N([C@H](CO)Cc3ccccc3)CC2)c1	-23%	-2.9%	13%	0.8%	-3%	-15%[20 µM]	5%	0.7%	18%
Cc1cc(C)cc(NC(=O)CN2CCN(CCN=CC3=C(O)CC(C)(C)CC3=O)CC2)c1	-10%	-0.7%	-14%	-0.4%	-11%	-13%	15%	2.3%	-2%
O=C(NCc1cc(F)ccc1F)C1CCC(=O)N(C2CCCCCC2)C1 (stereo not drawn)	-28%	-4.9%	-32%	0.0%	14%	-9%	2%	-0.4%	6%
O=C(CSc1ccc2c(c1)OCCO2)NC(=O)NC1CCCC1	-1%	3.5%	17%	-0.2%	1%	-18%	8%	1.2%	22%
Fc1cccc(NC(=S)Nc2cccnc2)c1	-33%	-7.3%	39%	-0.2%	6%	25%	4%	1.5%	5%
CCC(=O)NCc1c(C)c(C)n(Cc2ccccc2)c1-n1cccc1	-32%	-2.2%	15%	-0.2%	-2%	7%	8%	-1.8%	7%
O=C1c2cccc3cccc(c23)C(=O)N1CCN1CCN(CC(O)COc2ccc3ccccc3c2)CC1 (stereo not drawn)	-24%	6.0%	-75%	-0.3%	3%	-36%	18%	-2.9%	0%
CCOC(=O)c1[nH]c2ccc(Br)cc2c1NC(=O)CCN1CCC(C)CC1	-3%	-7.4%	11%	-0.1%	2%	-6%	5%	0.1%	-2%
COc1cc2nc(Cl)nc(N3CCCCC3)c2cc1OC	5%	-0.5%	14%	-0.5%	0%	22%	12%	-0.1%	8%
O=C(NC1CCCCCCC1)c1cccs1	-54%	1.4%	-14%	-0.2%	-4%	2%	-1%	-1.0%	2%
O=C(Nn1c(O)c(C=C2N=c3ccccc3=N2)sc1=S)c1ccccc1Cl	-28%	1.0%	0%	-0.1%	2%	-46%	6%	1.4%	12%
COc1cccc(CSc2nnc(-c3ccncc3)n2N)c1	-2%	-3.9%	4%	-0.1%	12%	-1%	/	-0.2%	22%
O=C1N2c3ccccc3CCc3cccc(c32)C1(O)C(F)(F)F (stereo not drawn)	-27%	-2.9%	5%	0.1%	10%	38%	1%	0.6%	-7%
CCN(CC)CCSc1nnc2c3cc(F)ccc3n(Cc3ccccc3)c2n1	-4%	-2.3%	5%	0.4%	28%	15%	14%	-1.2%	6%
N#CCSc1nc2ccccc2c(=O)n1CCC(=O)NCCc1ccccc1	33%	-1.1%	11%	0.2%	15%	14%	6%	4.7%	13%
Cc1c(Cl)ccc2c(C(=O)Nc3cc(C(C)(C)C)on3)cc(-c3ccccn3)nc12	-21%	-0.1%	11%	0.2%	5%	-1%	2%	5.4%	23%
O=C(Nc1ccccc1)N1CCN2C(=O)c3ccccc3C12c1ccccc1 (stereo not drawn)	-1%	12%	-17%	-1.0%	-3%	-18%	3%	4.8%	3%
CCC1(C)Cc2ccccc2-c2nc(SC)[nH]c(=O)c21 (stereo not drawn)	5%	5.1%	8%	-0.3%	-1%	-28%	3%	1.5%	6%
CN(c1ccccc1)S(=O)(=O)c1ccc(C(=O)NCCc2ccccc2)cc1	20%	-0.9%	-3%	-0.2%	16%	0%	11%	1.2%	5%
Cc1c(N2C(=O)CS/C2=N\N=C\c2ccc(Br)cc2)c(=O)n(-c2ccccc2)n1C	8%	0.0%	19%	-0.1%	21%	-1%	10%	-3.2%	8%
CCOc1ccc(CN2CCN(C3CCC3)CC2CCO)cc1 (stereo not drawn)	-25%	/	-40%	-0.2%	-30%	-16%[20 µM]	9%	0.2%	17%
COc1cc(NC(=O)C2=C(C)OCCS2)c(Cl)cc1C(=O)NCCN1CCN(C)CC1	-3%	-0.4%	13%	-0.1%	3%	-22%	14%	0.8%	14%
Cc1ccc(N2C(=O)c3ccc(C(=O)N4CCOCC4)cc3C2=O)cc1C	-37%	-1.5%	1%	0.0%	10%	0%	-11%	0.4%	14%
CC(C)CC(=O)NC(=S)Nc1sc2c(c1C(N)=O)CCC2	-46%	-5.8%	-64%	-0.1%	8%	-20%[20 µM]	-1%	-0.7%	13%
CCOc1ccc(OCCCCOc2ccccc2C(C)=O)cc1	21%	2.6%	11%	0.0%	5%	-22%	3%	-2.2%	4%
COc1ccc(NC(=O)Nc2c(C)n(C)n(-c3ccccc3)c2=O)cc1	-2%	-4.3%	6%	0.2%	4%	2%	-5%	-1.5%	4%
Cc1ccccc1CNC(=O)Nc1ccc(Cl)cc1	-83%	-4.5%	-50%	-0.1%	-6%	-3%	4%	2.6%	11%
O=C(NCCOc1ccccc1)c1ccccc1Cl	-8%	-4.8%	-58%	1.0%	13%	27%	4%	0.9%	3%
CCOc1cccc(C(=O)Nc2ccc3ccccc3c2)c1	-86%	4.6%	-186%	-0.1%	5%	-9%	5%	3.0%	10%
COc1cccc(C(C(=O)NC2CCCC2)N(C(=O)c2csnn2)C2CC2)c1 (stereo not drawn)	-3%	1.5%	-12%	-0.1%	-2%	-55%	9%	0.2%	1%
CC(C(=O)Nc1ccccc1)N1C(=O)c2ccccc2C1=O (stereo not drawn)	-34%	/	-21%	0.5%	6%	9%[20 µM]	0%	-0.1%	18%
CCOc1ccc(-c2nnc(-c3ccccc3)n2-c2ccccc2)cc1	-8%	-3.5%	6%	-0.3%	-8%	-37%	1%	-4.3%	5%
CN(C(=O)CCCN1C(=O)c2cccc3cccc(c23)C1=O)c1ccccc1	-27%	-4.9%	11%	0.3%	-1%	23%	14%	-1.6%	2%
O=C1CN(C(=O)c2ccc(Cl)c(S(=O)(=O)N3CCc4ccccc43)c2)c2ccccc2N1	1%	3.0%	-19%	-1.9%	-9%	-15%	13%	0.9%	10%
CN(C)S(=O)(=O)c1cccc(NC(=O)COC(=O)c2c[nH]c(=O)[nH]c2=O)c1	-35%	1.4%	6%	2.4%	-7%	-28%	-3%	0.5%	7%

The list is partial; rates above refer to the full screens.
